Compound activity from PubChem BioAssay.
SK-BR-3 tox 24h – SK-BR-3 proliferation inhibitors; SK-BR-3 viability, CellTiter-Glo ATP luminescence, 24 h; active compounds read low; viability, % at 10 µM; 41,000 tested, 0.47% active; AID 847;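 active means viability at or below the median of all test compounds minus 3 SD, in both replicates if run twice, cut at about 45% in these data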;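 further: 100% = median untreated cell wells and 0% = median positive control drug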
Active calls of the source: *.

| Molecule | SK-BR-3 tox 24h |
| --- | --- |
| CCOC(=O)N(C)c1ccc(C(O)(C(F)(F)F)C(F)(F)F)cc1 | 75 |
| CC(C)(C)C1=C(C#N)C(c2cc3c(cc2Br)OCO3)C(C#N)=C(N)O1 (stereo unspecified) | 100 |
| CC(NC(=O)CNC(=O)OCc1ccccc1)C(=O)N1CC(O)CC1C(=O)OCc1ccccc1 (stereo unspecified) | 56 |
| CCN(CC)CCCN1C(=O)C(=O)/C(=C(/O)c2ccc3c(c2)CC(C)O3)C1c1cccnc1 (stereo unspecified) | 83 |
| O=C(Nc1nnc(CCN2CCCCC2)s1)C1CCCCC1 | 102 |
| O=C(NCc1ccco1)c1cc(-c2cccc(Cl)c2)on1 | 78 |
| CCCCCn1c(=O)[nH]c2cc(C(=O)O)ccc2c1=O | 103 |
| O=c1[nH]c2cc(Cl)cc(Cl)c2[nH]c1=O | 138 |
| CC(C)CCNC(=O)CN(CC1CCCO1)C(=O)CCC(=O)Nc1nccs1 (stereo unspecified) | 86 |
| COc1ccc(O)c(-c2cn[nH]c2-c2cccs2)c1 | 83 |
| Cn1c(NC(=O)c2cc(-c3ccc4c(c3)OCO4)nc3ccccc23)cc(=O)n(C)c1=O | 74 |
| O=C(CSc1nc(O)c(C2CCCCC2)c(=O)[nH]1)Nc1ccc(Cl)cc1 | 89 |
| O=C1C(C=NCCCN2CCOCC2)=C(O)c2ccccc21 | 88 |
| CC1C(O)=C(c2nc3ccccc3[nH]2)C(=N)N1c1ccccc1 (stereo unspecified) | 100 |
| CCN(CC)S(=O)(=O)c1ccc2c(c1)nc(SCn1nnc3ccccc3c1=O)n2CC | 85 |
| Cc1ccc(C(=O)Nc2ccc3c(c2)CCC3)o1 | 81 |
| COc1cccc(-c2cc(C(=O)N3CCN(C(c4ccccc4)c4ccccc4)CC3)no2)c1 | 79 |
| COCC(C)NC(=O)c1cc(-c2ccccc2OC)on1 (stereo unspecified) | 66 |
| CC(C)OCCCNc1nc2c(c(=O)n(Cc3ccccc3F)c(=O)n2C)n1C | 68 |
| O=C1c2cccnc2C(=O)N1c1ccccc1-c1ccccc1 | 110 |
| COC(=O)c1cc(OC)c(OC)cc1NC(=O)CC1CCCCC1 | 103 |
| COC(=O)c1ccc(N2C(=O)CC(Sc3n[nH]c(C)n3)C2=O)cc1 (stereo unspecified) | 104 |
| CCOc1ccccc1C1C(C#N)=C(N)Oc2cc(C)n(Cc3ccccn3)c(=O)c21 (stereo unspecified) | 92 |
| Nc1ccccc1NC1=CC(=O)CC(c2ccco2)C1 (stereo unspecified) | 100 |
| Cc1ccc(C(=O)N2CCN(c3ccccc3)CC2)cc1C | 89 |
| Cc1cc(C)c(C#N)c(=N)o1 | 92 |
| Cc1ccc(-c2cc(C(=O)NCCCn3ccnc3)c3cc(Br)ccc3n2)o1 | 90 |
| Cc1cnc(NC(=O)CSc2nnc(-c3cccs3)n2C)s1 | 103 |
| Cc1cc(C)n2nc(C(=O)Nc3cccnc3)nc2n1 | 100 |
| CN1C(=S)SC(C)(C)C1/[N+]([O-])=C/c1cccnc1 (stereo unspecified) | 89 |
| Cc1cc(NC(=O)c2ccccc2NS(=O)(=O)c2c(C)c(C)cc(C)c2C)no1 | 74 |
| CCOC(=O)Nc1oc2ccccc2c(=O)c1CN1CCOCC1 | 87 |
| CC(=O)C1=C(C)OC(N)=C(C#N)C1c1ccco1 (stereo unspecified) | 96 |
| CCOC(=O)c1cnc(-n2nc(C)cc2C)nc1Nc1cccc(C(C)=O)c1 | 92 |
| O=c1c2c(nc3n1CCCCC3)-c1ccccc1CC21CCCC1 | 110 |
| CS(=O)(=O)N(CC(=O)Nc1ccc2c(c1)OCCO2)c1ccc2c(c1)OCO2 | 93 |

Filtered by structure, those above containing a cyano group.
| Molecule | SK-BR-3 tox 24h |
| --- | --- |
| CC(C)(C)C1=C(C#N)C(c2cc3c(cc2Br)OCO3)C(C#N)=C(N)O1 (stereo unspecified) | 100 |
| CCOc1ccccc1C1C(C#N)=C(N)Oc2cc(C)n(Cc3ccccn3)c(=O)c21 (stereo unspecified) | 92 |
| Cc1cc(C)c(C#N)c(=N)o1 | 92 |
| CC(=O)C1=C(C)OC(N)=C(C#N)C1c1ccco1 (stereo unspecified) | 96 |

Next part:
| Molecule | SK-BR-3 tox 24h |
| --- | --- |
| O=S(=O)(Nc1ccc(N2CCOCC2)cc1)c1cccs1 | 89 |
| O=C(Cn1c(=O)[nH]c2ccsc2c1=O)NC1CCCCC1 | 87 |
| Cc1ccc(NC(=O)Cn2c(=O)n(CCCCC(=O)NCc3ccco3)c(=O)c3ccccc32)cc1 | 43* |
| COc1ccc(OC)c(NC(=O)CN2CCC(C(=O)c3ccc(C)cc3)CC2)c1 | 106 |
| COc1ccc(OC)c(-c2cc(C(=O)Nc3cc(C)n(Cc4ccc(Cl)cc4)n3)no2)c1 | 112 |
| O=C(c1ccc(NS(=O)(=O)c2cccc3cccnc23)cc1)N1CCOCC1 | 86 |
| CC(C)N(CCO)C(=O)C(c1ccccc1)c1ccccc1 | 96 |
| Cc1ccc(NC(=O)CN2C(=O)COc3ccc(C)cc32)nc1 | 87 |
| CCN(CC)C(=O)COc1ccc2oc(C)c(C(=O)OC(C)C)c2c1 | 103 |
| CCC(C(=O)Nc1ccccc1C(=O)N1CCCC1)N1C(=O)c2ccccc2C1=O (stereo unspecified) | 88 |
| COc1ccc(NC(=O)COc2nc(N(C)C)nc(N(C)C)n2)cc1 | 83 |
| CN(C)C=NC(=O)/C(C#N)=C1\CCc2ccccc2N1 | 128 |
| O=C(CCCN1C(=O)c2ccccc2C1=O)Nc1c2c(nc3c1CCC3)CCC2 | 92 |
| CCOC(=O)c1ccc(NC(=O)Nc2c(C)nn(C)c2C)cc1 | 91 |
| CC(=O)Oc1ccc(Oc2ccc(-c3noc(C)n3)cc2)cc1 | 90 |
| Cc1c(/C=N/n2cnnc2)c2ccccc2n1CCOc1ccc(Cl)cc1 | 102 |
| COc1ccc(N2CCN(CC(=O)Nc3ccc(-n4cnnn4)cc3)CC2)cc1 | 68 |
| CCOc1ccc(NC(=O)N(C2CCCCC2)C(C)c2ccncc2)cc1 (stereo unspecified) | 57 |
| COc1ccc2nc(-n3c(C)ccc3C)sc2c1 | 102 |
| COc1ccc(/C(O)=C2\C(=O)C(=O)N(c3cc(C)on3)C2c2cccc(OC)c2OC)cc1C (stereo unspecified) | 91 |
| Cc1ccc(OCC(=O)N2CCN(C(=O)CCC3CCCC3)CC2)cc1 | 71 |
| N#CCSc1nnc(Cc2ccc3c(c2)OCO3)o1 | 102 |
| COc1ccc(-c2oc3ncn4nc(COc5ccccc5)nc4c3c2-c2ccc(OC)cc2)cc1 | 75 |
| CC(=O)c1cccc(NC(=O)c2cccc(S(=O)(=O)N(C)C)c2)c1 | 92 |

Quoted at random: seven compounds from above.
| Molecule | SK-BR-3 tox 24h |
| --- | --- |
| CCOC(=O)c1cnc(-n2nc(C)cc2C)nc1Nc1cccc(C(C)=O)c1 | 92 |
| CC(=O)C1=C(C)OC(N)=C(C#N)C1c1ccco1 (stereo unspecified) | 96 |
| Cc1ccc(NC(=O)Cn2c(=O)n(CCCCC(=O)NCc3ccco3)c(=O)c3ccccc32)cc1 | 43* |
| Cc1ccc(-c2cc(C(=O)NCCCn3ccnc3)c3cc(Br)ccc3n2)o1 | 90 |
| COc1ccc(OC)c(-c2cc(C(=O)Nc3cc(C)n(Cc4ccc(Cl)cc4)n3)no2)c1 | 112 |
| CCN(CC)C(=O)COc1ccc2oc(C)c(C(=O)OC(C)C)c2c1 | 103 |
| O=C(Nc1nnc(CCN2CCCCC2)s1)C1CCCCC1 | 102 |

Further records follow:
Compound	SK-BR-3 tox 24h
CN1C(=S)SC(C)(C)C1(C)NO (stereo unspecified)	71
CCCn1cc(S(=O)(=O)CC(=O)NC2CCCCC2)c2ccccc21	69
Cc1cc(C)n2nc(C(=O)OCCOc3ccc(F)cc3)nc2n1	105
COC(=O)c1ccc(NC(=O)CSc2nnc(COc3ccc4c(c3)CCCC4)o2)cc1	83
Cc1ccc(NC2SC(=O)N(Cc3cccc(C(=O)O)c3)C2=O)cc1 (stereo unspecified)	77
COc1ccc(C2CC3(CC(C)(C)NC(=O)N3)Oc3cc(O)ccc32)cc1 (stereo unspecified)	88
O=c1oc2c3c4c(cc2cc1-c1nc2ccccc2[nH]1)CCCN4CCC3	64
Cc1ccc(S(=O)(=O)c2c(N)n(Cc3ccco3)c3nc4ccccc4nc23)cc1	178
COc1ccc(N=c2oc3c(OC)cccc3cc2C(=O)NCc2ccco2)c(OC)c1	67
COc1ccccc1N1CCN(C(=O)N2CCOCC2)CC1	86
CCOc1ccccc1/C=c1\sc2ncnn2c1=O	84
CC(=O)Nc1ccc(S(=O)(=O)N2CCN(C(C)CCc3ccccc3)CC2)cc1 (stereo unspecified)	69
Cc1cc(C(F)F)n2nc(C(=O)Nc3ccccc3Br)nc2n1	96
Cc1cccc(Nc2ncc3c(n2)CC(C)CC3=O)c1 (stereo unspecified)	104
COC(=O)c1ccccc1NC(=O)C1CCCN(S(=O)(=O)c2ccccc2)C1 (stereo unspecified)	88
CCOC(=O)N1CCN(C(=O)c2cn(CC)c3cc(N4CCN(C)CC4)c(F)cc3c2=O)CC1	103
COc1ccc(C2NC3=C(CCCC3)C(C#N)(C#N)C2(C#N)C#N)cc1 (stereo unspecified)	75
Clc1ccc(Oc2nc(Oc3ccc(Cl)cc3)nc(N3CCOCC3)n2)cc1	89
CCOc1ccc2[nH]c(=O)c(CN(Cc3ccc(F)cc3)C(=O)c3ccco3)cc2c1	75
COC(=O)CSc1ncccc1-c1nc2ccccc2[nH]1	85
CCn1c(SCC(=O)Nc2ccc(S(N)(=O)=O)cc2)nnc1-c1cccc(OC)c1	92
Cc1nc2ncnn2c(N2CCN(C(=O)c3cccc(F)c3)CC2)c1Cc1ccccc1	80
CCCc1cc(N2CCN(c3ccccn3)CC2)n2nc(C)c(-c3ccccc3)c2n1	95
CCCCc1nc(N2CCOCC2)c(C#N)c2c1COC(C)(C)C2	80
O=C1CCC(=O)N1OCCCOc1ccc2c(c1)CCC2	81
CCOC(=O)c1nnn(-c2ccccc2C#N)c1C	108
O=C1CN(C(=O)COC(=O)CCC(=O)c2ccc3c(c2)OCCO3)c2ccccc2N1	85
Cc1ccccc1Cn1cc(S(=O)(=O)CC(=O)Nc2nccs2)c2ccccc21	77
Cn1c(=O)[nH]c(=O)c2c1nc(SCC(=O)O)n2CCc1ccccc1	84
Cc1nn(-c2cccc(C(F)(F)F)c2)c(Cl)c1/C=N/n1cnnc1	94
CCCC(=O)Nc1ccc(C(=O)NCCCn2ccnc2)cc1	103
Clc1cccc(OCCN2CCOCC2)c1	116
O=C(CS(=O)(=O)c1c[nH]c2ccccc12)Nc1ccc2c(c1)OCCO2	90
COc1ccc(CCNC(=O)c2cnn3cccnc23)cc1OC	99
CCOC(=O)c1ccc(N(CC(=O)NC2CCCC2)C(=O)CNC(=O)c2ccco2)cc1	89
COC(=O)c1cccc(NC(=O)CSc2nc3cccnc3n2C)c1	82
O=C(NCc1ccccn1)C(F)(F)C(F)(F)C(=O)NCc1ccccn1	104
CCOc1ccc(-c2nc(-c3ccncc3)no2)cc1OCC	98
CCc1ccc(N2CC(C)Cn3c2nc2c3c(=O)n(CCN3CCOCC3)c(=O)n2C)cc1 (stereo unspecified)	86
C[C@]12CCC(=O)C=C1CC[C@@H]1[C@@H]2C(=O)C[C@@]2(C)[C@H]1CC[C@]2(O)C(=O)CO	120

Shown field by field: 2 of the compounds above.
> O=C(CS(=O)(=O)c1c[nH]c2ccccc12)Nc1ccc2c(c1)OCCO2
  SK-BR-3 tox 24h: 90
> COc1ccc(CCNC(=O)c2cnn3cccnc23)cc1OC
  SK-BR-3 tox 24h: 99

Continued:
Compound	SK-BR-3 tox 24h
Cc1nc(C)c(C(=O)C2=C(O)C(=O)N(CCN(C)C)C2c2ccccc2)s1 (stereo unspecified)	79
COc1cc(N(C)C)c(NC(C)=O)cc1C(=O)O	83
N#Cc1nc(COc2ccc(F)cc2)oc1N1CCC(Cc2ccccc2)CC1	90
COc1ccc(C(=O)CSC2=C(C#N)C3(CCCCC3)C(C#N)=C(N)N2)cc1	72
COc1ccc(OC)c(S(=O)(=O)N(C)CC(=O)N2CCN(c3ccccc3F)CC2)c1	98
O=C(NC1CCCC1)NS(=O)(=O)c1ccccc1Cl	89
COc1ccc(C(=O)OCCN2C(=O)c3ccccc3C2=O)cc1OC	107
Cc1c(OCc2nn[nH]n2)ccc2c3c(c(=O)oc12)CCC(C)C3 (stereo unspecified)	86
COc1ccc(CSCCN)cc1Cl	98
N#CCSCC(=O)Nc1ccccc1	98
CCOC(=O)c1c(CC(C)C)csc1NC=O	100
CCn1c(SCC(=O)c2cc(OC)ccc2OC)nc2c1c(=O)n(C)c(=O)n2C	93
Cc1ccc(-c2c(C)n([O-])c3c([n+]2=O)CCCCC3)o1	74
Cn1nnnc1SCc1ccccc1F	98
Cc1cc(C)c(S(=O)(=O)N(CC(=O)N2CCCC2)C2CCCCC2)c(C)c1	77
CCOC(=O)c1ccc(-n2ncc(C(=O)OCC)c2N)cc1	103
CCCn1c(SCC(=O)Nc2cccc(C(=O)OCC)c2)nnc1-c1ccoc1C	84
CCn1c(CNC(=O)Cc2ccc(OC)cc2)nnc1SCC(=O)Nc1nccs1	90
CC1CCc2ccc(F)cc2N1S(=O)(=O)c1cccs1 (stereo unspecified)	89
COCCn1c(Cc2ccccc2)nnc1SCC(=O)Nc1cc(C)on1	111
COc1cc(-c2nnc(SCC(=O)N(Cc3ccccc3)C(C)(C)C)o2)cc(OC)c1OC	84
CCCn1nnnc1NCc1ccccc1OCc1ccc(F)cc1	101
COc1cccc(C(=O)NCCC2=CCCCC2)c1OC	93
Cn1cc(CNC(=O)Nc2ccc3c(c2)OCO3)cn1	84
OCCNc1nc(OCC(F)(F)F)nc(N2CCN(C34CC5CC(CC(C5)C3)C4)CC2)n1	81
O=C(Cc1ccccc1)N1CCN(C(=O)c2cccs2)CC1	117
c1ccc(NCCCNc2ccccc2)cc1	110
COc1cccc2cc(-c3nnc(SCC(=O)Nc4cc(C(F)(F)F)ccc4Cl)n3N)oc12	87
CC(NS(=O)(=O)c1ccc(Br)cc1)C(N)=O (stereo unspecified)	87
CC(=O)c1cccc(NC(=O)NCc2cccnc2)c1	87
CC1Cc2ccccc2N1C(=O)CSc1nnnn1Cc1ccccc1 (stereo unspecified)	63
COc1ccc2oc(=N)c(C(=O)Nc3ccccc3)cc2c1	113
Cn1c(COc2ccccc2)nnc1SCCC(=O)Nc1ccccc1	116
O=C(CS(=O)(=O)Cc1ccccc1)Nc1ccccn1	105

Only part of the results is shown; the hit share may differ from the screen's.
